MCF10A rereplic: inducers of DNA re-replication in MCF 10A breast cells; MCF 10A DNA re-replication, Hoechst nuclear intensity, 48 h; Potency, µM (titrated, usually from 46.1 µM), inactives show top-dose activity, positive = re-replication, most hits filed as activators; 350,000 compounds, 2.9% hits; AID 624296; also: potency is read from the fitted curve at half-maximal effect; % of control where 0% means no effect; nearly all actives have a fitted effect of over 50% in size
HT1080 IDH1KD tx: toxicity to HT-1080 IDH1 knockdown cells (counter line); HT-1080 IDH1 knockdown viability, ATP luminescence, 48 h; Potency, µM (doses to about 46.1 µM), without a hit: at the top dose activity, negative = toxicity, actives largely listed as cytotoxic; 360,000 compounds, 2% hits;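 also: potency is read from the fitted curve at half-maximal effect; 0% = DMSO wells and -100% = cell-free medium wells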
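Assay cells: HT-1080 with IDH1 knockdown, 750 per well, RPMI/5% FBS. Exposure: 48 h at 37 °C following 2 h pre-incubation. Read: CellTiter-Glo luminescence; fitted concentration-response, curve class assigned.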
HepG2 tox: HepG2 cytotoxicity, counter-screen for TGF-b inhibitors; 410,000 compounds, 0.76% hits; Potency, µM (doses to about 46.1 µM), inactives show at the top dose activity change, negative = cytotoxicity, hits mostly cytotoxic; AID 588856; HepG2 CAGA-GFP viability, ATP luminescence, 18 h; also: potency is read from the fitted curve at half-maximal effect; some results filed as inactive show a strong effect at the top dose
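HepG2 CAGA-GFP cells (1000/well, DMEM with 1% FBS) received compound, then TGF-beta at 500 pg/mL final, and were incubated 18 hours at 37 degrees C. Viability was read by CellTiter-Glo luminescence. Media-only wells were set as complete cell-killing and DMSO as no toxicity.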
KB-3-1 tox: kills parental KB-3-1 adenocarcinoma cells | KB-3-1 viability, CellTiter-Glo ATP luminescence, 72 h | Potency, µM (highest dose often 46.1 µM), without a hit: at the highest dose activity change, negative = cytotoxic, actives largely listed as cytotoxic | 400,000 compounds, 1.4% hits; also: potency is read from the fitted curve at half-maximal effect; % is scaled to controls: 0 for no effect and ±100 for the full control effect; nearly all actives have a fitted effect of over 60% in size
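Cells are dispensed, compounds pinned in, plates held at 37 °C for 72 h, then CellTiter-Glo is added and luminescence read after 10 minutes. Cell line: parental KB-3-1 in phenol-red-free DMEM, 10% FBS.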
ATXN2 expr inh: reduces ATXN2 reporter expression in HEK-293 cells; HEK-293 ATXN2-luciferase reporter, luminescence, 24 h; AID 1745845; 360,000 compounds, 0.72% hits; Potency, µM (top dose mostly 57 µM), inactives show at the highest dose activity change, negative = inhibition, usual class: inhibitors; also: potency is read from the fitted curve at half-maximal effect; % is scaled to controls: 0 for no effect and ±100 for the full control effect; nearly all actives have a fitted effect of over 55% in size
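qHTS (up to 57 uM final) was run with 24 h compound exposure of reporter cells at 37 °C. Each well was multiplexed: SteadyGlo luminescence measured ATXN2-luciferase expression after a fluorogenic Gly-Phe-AFC viability readout (25 uM final).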
ATXN viability: reduces viability in counter-screen for ATXN expression inhibitors | Potency, µM (top dose mostly 56.7 µM), hits mostly cytotoxic | AID 651635 | 400,000 compounds, 0.49% hits | S2 cells (HEK-293 line with an ATXN2-luciferase reporter) viability, CellTiter-Fluor protease fluorescence, 24 h; also: potency is read from the fitted curve at half-maximal effect; nearly all actives have a fitted effect of over 40% in size
HT1080NT lethal: kills 2HG-producing HT-1080-NT fibrosarcoma cells; HT-1080-NT fibrosarcoma viability, CellTiter-Glo ATP luminescence, 48 h; Potency, µM (titrated, usually from 46.1 µM), for inactives: at the highest dose activity, negative = less viability, most hits filed as cytotoxic; 360,000 compounds, 1.6% hits; AID 686970;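 also: NT is the 2HG producing partner of a matched IDH1 knockdown line; potency is read from the fitted curve at half-maximal effect; 0% = DMSO-treated cells and -100% = media-only wells without cells; nearly all actives have a fitted effect of over 55% in size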
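Viability of the 2HG-overproducing fibrosarcoma line after 48 hours of compound exposure at 37 degrees C was determined by luminescence with CellTiter-Glo, and concentration-effect curves were then fitted and categorized.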
SW480 rereplic: DNA re-replication induction in SW480 cells. SW480 DNA re-replication, Hoechst DNA content imaging, 48 h. Potency, µM (titrated, usually from 46.1 µM), without a hit: at the highest dose re-replication activation, actives largely listed as activators. 340,000 compounds, 1.8% hits; also: potency is read from the fitted curve at half-maximal effect; % of control where 0% means no effect; nearly all actives have a fitted effect of over 55% in size
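Image-based DNA-content assay: after two days of treatment, nuclei were labelled with the DNA dye Hoechst and imaged, and hits were compounds raising the count of nuclei showing high fluorescence intensity.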
IL1B secr inh: inhibitors of inflammasome signaling (IL-1 beta secretion) | 360,000 compounds, 4.7% hits | activity change, % at 57.5 µM | THP-1 LPS/ATP IL-1B secretion, AlphaLISA, 16 h; hits give low values | AID 743279; in the data active = activity change below about -50%; inconclusive = mostly about -30% to -49%; also: % is scaled to controls: 0 for no effect and ±100 for the full control effect
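THP-1 cells pretreated 1 hr with compounds (up to 57.5 uM final), then stimulated with LPS (250 ng/mL final) plus ATP (1.25 mM final); secreted IL-1B measured by AlphaLISA after 16 hr, decreased signal indicating inhibition.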
An asterisk follows results filed as active; i = inactive; ? = inconclusive; / = not tested or not shown; & = joins results of further samples; [ ] = dose if it differs, or a comment. Unless noted, calls follow the shape of the dose curve; as a rule, active = well fitted curve in the direction sought with a large enough effect; inconclusive = small, poorly fitted or top-dose-only effect, or another doubt; inactive = no such curve, though single readings can be large; an effect the other way counts as inactive or inconclusive.

SMILES	MCF10A rereplic	HT1080 IDH1KD tx	HepG2 tox	KB-3-1 tox	ATXN2 expr inh	ATXN viability	HT1080NT lethal	SW480 rereplic	IL1B secr inh
COc1ccc(C2C(C(=O)N3CCCC3)c3cc(OC)c(OC)cc3C(=O)N2C)cc1OC (stereo not given)	0%	0%	-13%	-3%	-5%	i	2%	-7%	15
CCCC(=O)Nc1ccc(-c2csc(NNC(C)=O)n2)cc1	1%	25%	-30%	?	-4%	i	17%	-6%	-7
CCOC(=O)c1cc(OC(=O)Cc2ccc(OC)c(S(=O)(=O)N3CCOCC3)c2)cc(C(=O)OCC)c1	/	11%	-6%	5%	/	i	0%	/	2
CC(C)(C)C(=O)Nc1cccc(S(=O)(=O)NC2=NCCC2)c1	2%	0%	73%	-17%	-5%	i	5%	-2%	1
S=c1nc(-c2ccccn2)c(-c2ccccn2)n[nH]1	/	?	-12%	0%	0%	i	-3%	/	8
CCOc1cc(C(=O)Nc2cc(F)ccc2C)ccc1OCC(=O)N1CCOCC1	-3%	12%	4%	15%	-33%	i	25%	-15%	-7
CCCSc1nc(N2CCOCC2)c2c(c1C#N)CC(C)(C)SC2	?	1%	-1%	-4%	-5%	i	3%	1%	4
Cc1[nH]c2ccccc2c1SCCNC(=O)c1ccccc1F	/	/	-24%	4%	-29%	i	/	/	/
CC(C)C(C(=O)Nc1ccc2c(c1)OCCO2)N1C(=O)c2ccccc2C1=O (stereo not given)	0%	-3%	1%	13%	-1%	i	-1%	2%	18
CC1(c2nnnn2-c2ccc3c(c2)OCCO3)CCC(=O)N1CC1CCCCC1 (stereo not given)	/	1%	/	10%	0%	?	10%	/	5
CCOC(=O)C1=CN(Cc2ccccc2)CCC1=O	17%	-3%	3%	4%	3%	i	-3%	-43%[inhibitor]	25
COc1ccc(OCc2nnc(SCC(=O)N3CCCc4ccccc43)n2-c2ccc(C)cc2)cc1	6%	-2%	-31%	?	-24%	i	-4%	4%	?
CC(c1ccccc1)N1C(=O)CC(Sc2ncccc2C(=O)O)C1=O (stereo not given)	2%	-7%[9.24 µM]	-40%	0%	2%	i	0%	3%	17
O=C(CSCc1ccccc1)Nc1ccc(Cl)cn1	-5%	?	2%	-4%	15%	i	3%	-5%	-13
Cc1ccc(S(=O)(=O)NCCC2(C(C)C)CCOC(C)(C)C2)cc1 (stereo not given)	12%	-4%	3%	-25%	-18%	i	-20%	-2%	-12
CCN1CCN(CCOc2ccc(Br)cc2C)CC1	?	-3%	-2%	-1%	-15%	i	-7%	-63%[inhibitor]	-12
N#CC1=C(N)NC(SCC(=O)Nc2ccc(Br)cc2)=C(C#N)C12CCCCC2	?	?	-79%	-30%	-21%	i	?	10%	?
O=C(C1CCCN(S(=O)(=O)c2ccc(F)cc2)C1)N(Cc1cccs1)C1CC1 (stereo not given)	15%	-22%	-20%	-8%	0%	i	5%	7%	-14
COc1ccc(/C(N)=N/OC(=O)c2ccc(OC)c([N+](=O)[O-])c2)cc1OC	12%	-3%	17%	-23%	?	?	-1%	8%	-13
OC(CN1CCOCC1)C12CC3CC(CC(C3)C1)C2 (stereo not given)	-1%	16%	-19%	-2%	-10%	i	-1%	-2%	19
COC(=O)c1ccccc1NC(=O)CCCN1C(=O)C(c2ccccc2)Oc2cccnc21 (stereo not given)	?	1%	7%&-20%	10%&1%	-8%&-13%	?	0%	4%	11
COc1ccc(C2=NN(C(C)=O)C(c3ccccc3)C2)cc1 (stereo not given)	8%	-25%	2%	-3%	63%[activator]	i	-3%	-49%[inhibitor]	-7
Cc1ccc(N=C(N)N=C(N)N)cc1	-4%	5%	-28%	-7%	-17%	i	2%	-20%	-5
CCn1cc(C(=O)NCCCN(CC(C)C)CC(C)C)c(=O)c2cc(S(=O)(=O)N3CCOCC3)ccc21	-2%	3%	2%	18%	-6%	i	-1%	4%	-16
CC(C)Cc1nnc(NS(=O)(=O)c2ccc(Cl)cc2)s1	-11%	-1%	-19%	-3%	-4%	i	-4%	-3%	37
Oc1ccc(/C=N/n2cc(-c3ccccc3)[nH]c2=S)cc1	-5%	-4%	-2%	2%	5%	i	4%	-9%	-6
CC(CS(=O)(=O)c1cccc2cccnc12)N1CCCCC1 (stereo not given)	0%	13%	-3%	5%	-19%	i	14%	-3%	0
Cc1nn(-c2ccc(Cl)cc2)c(Cl)c1/C=N/NC(=O)c1ccc(NS(=O)(=O)c2cccs2)cc1	0%	?	-13%	-17%	-21%	i	?	-3%	?
COc1ccc(-c2cc3nc4n(c(=O)c3s2)CCC4)cc1	-7%	0%	-38%	0%	5µM*	i	2%[9.24 µM]	-6%	0
CC(C)c1ccc(Nc2c(-c3ccsc3)nc3ccc(Cl)cn23)cc1	/	/	6%	0%	2%	i	/	/	/
CCOC(=O)/C(Sc1nc(-c2ccccc2)cc(-c2ccccc2)c1C#N)=C(\C)O	3.7µM*	10%	0%	1%	-6%	/	11%	12µM*	-19
CCc1ccc(C(=O)NNC(=O)CN2C(=O)NC(CC)(c3ccccc3)C2=O)cc1 (stereo not given)	7%	-4%	-8%	-3%	14%	i	-10%	-579%[inhibitor]	-11
CC(C)=CC(=O)OCC(=O)NC(=O)NC(C)(C)C	1%	-1%	-36%	5%	2%	i	1%	-6%	72
CCOc1ccc(NS(=O)(=O)c2ccc(-c3ccc(=O)[nH]n3)o2)cc1	-33%	-3%	6%	1%	-18%	i	0%	-14%	16
CCOC(=O)C(CC)n1nc(C)n2c(cc3occc32)c1=O (stereo not given)	1%	7%	-75%&-20%	12%	-12%	i	3%	-3%	2
COc1ccc(NS(=O)(=O)c2cccc(C(=O)NNC(=O)c3ccc(NC(C)=O)cc3)c2)cc1	-1%	17%	-19%	-4%	0%	i	17%	-6%	-5

Single entries from the entries so far.
Entry for `S=c1nc(-c2ccccn2)c(-c2ccccn2)n[nH]1` in HT1080NT lethal: -3%
Entry for `CC(C)Cc1nnc(NS(=O)(=O)c2ccc(Cl)cc2)s1` in HepG2 tox: -19%

(listing goes on)
SMILES	MCF10A rereplic	HT1080 IDH1KD tx	HepG2 tox	KB-3-1 tox	ATXN2 expr inh	ATXN viability	HT1080NT lethal	SW480 rereplic	IL1B secr inh
CCn1c(NCc2ccco2)nc2ccccc21	-2%	17%	2%	14%	-22%	i	2%	-6%	-17
CC(C)C[C@H]1CNC(=O)C(=O)N1C[C@H]1CCCN1C[C@H](CC(C)C)N1C[C@H](Cc2ccccc2)N(CC2CCCCC2)C(=O)C1=O	/	14%	/	-2%	17%	i	11%	/	9
Cc1ccc(-c2cc(C(=O)N3CCOCC3)c3ccccc3n2)cc1	9%	-9%	-29%	5%	18%	i	-19%	-1%	16
O=C1OC(c2cccc([N+](=O)[O-])c2)C2(CCCC2)C(=O)C12CCCCC2 (stereo not given)	?	16µM*	-20%	-20%	-1%	i	?	?	-9
C/C(=C\c1ccccc1F)C1Nc2cccc3cccc(c23)N1	?	/	-8%	0%	-2%	i	/	9%	/
CC1CC(C)CN(CCOc2cccc3ccccc23)C1 (stereo not given)	?	-8%	-11%	0%	-17%	i	?	-5%	-68*
COc1cc(CNC(=O)c2cnc(SC)nc2-c2ccccc2)cc(OC)c1OC	/	/	-18%	8%	2%	i	/	/	/
COc1cccc2cc(C(=O)N3CCN(c4ccccc4F)CC3)c(=O)oc12	-3%	7%	-3%	16%	8%	i	5%	-6%	-6
O=C(Nc1ccc(S(=O)(=O)Nc2nccs2)cc1)c1cc(-c2ccccc2Cl)nc2ccccc12	29%	?	-23%	3%	-11%	i	?	-3%[9.22 µM]	17
COc1ccccc1CNc1ccc2c(c1)CCC2	-1%	-8%	-16%	-6%	2%	i	-14%	6%	-60*
COc1ccc(/C(C)=N/NC(=S)NCCc2ccccc2)cc1	10%	0%	-33%	-2%	1%	i	5%	10%	-9
CCN1CCN(c2ccc(NC(=O)c3ccco3)cc2)CC1	-1%	2%	0%	5%	-3%	i	14%	-15%	-12
S=C(Nc1ccccc1)Nc1ccc(OCc2ccc(Cl)cc2Cl)cc1	i[0.0737 µM]	-11%	-6%	0%	1µM*	i	-10%	?	-2
COc1cc(C(=O)Nc2cccc(-c3nc4ncccc4o3)c2C)cc(OC)c1OC	0%	15%	1%	-30%	0%	i	2%	-3%	-6
CC1CN(S(=O)(=O)c2ccc(C(=O)N3c4ccccc4CC3C)cc2)CC(C)O1 (stereo not given)	0%	11%	-5%	0%	-1%	?	14%	-4%	15
Cc1nnc(SCC(=O)Nc2cccc(S(=O)(=O)N3CCCC3)c2)n1C1CC1	/	5%	-8%	13%	/	i	10%	/	-6
O=c1oc2ccc3ccccc3c2cc1-c1nnc(-c2ccccc2)o1	1µM*	2%[9.24 µM]	3%	-18%	6%	i	0%	1%	-58*
CN(C)CCCO[C@@H]1[C@H]2OC(C)(C)O[C@H]2O[C@@H]1[C@H](O)CO	-14%	-1%	3%	0%	-1%	i	-3%	6%	5
COc1cc(C(=O)N2CCCN(c3nc4cc(C)ccc4cc3C#N)CC2)cc(OC)c1OC	?	0%	-11%	-10%	-5%	i	-8%	-5%	36
COc1ccc2c(c1)c(=O)c(C(=O)c1ccccc1)cn2Cc1ccccc1	?	-1%	-18%	0%	1%	i	-2%	16µM*	-5
COc1cccc(CN2CC(C(=O)NCc3cccc(N4CCCC4)c3)CCC2=O)c1 (stereo not given)	-1%	2%	-9%	-1%	2%	i	-2%	-24%	-21

From PubChem
